IL-1B inflam inh: blocks inflammasome-driven IL-1 beta release | THP-1 LPS/ATP IL-1B secretion, AlphaLISA, 16 h; hits give low values | AID 743279 | 360,000 compounds, 4.7% hits | activity change, % at 57.5 µM; in the data active means activity change below about -50%; inconclusive means mostly about -30% to -49%; further: on the % scale 0 is the no-effect control and ±100 the full control effect
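Secreted IL-1B measured by AlphaLISA bead assay after 16 h compound exposure of THP-1 cells; compounds (final up to 57.5 uM) added 1 h before LPS (250 ng/mL) and ATP (1.25 mM) stimulation; lower signal means less secretion.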
SW480 rereplic: DNA re-replication induction in SW480 cells; SW480 DNA re-replication, Hoechst DNA content imaging, 48 h; Potency, µM (top dose mostly 46.1 µM), inactives show at the top dose re-replication activation, actives largely listed as activators; 340,000 compounds, 1.8% hits; further: potency means the concentration at half of the fitted maximal effect; % of control where 0% means no effect; nearly all actives have a fitted effect of over 55% in size
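Image-based DNA-content assay: after two days of treatment, nuclei were labelled with the DNA dye Hoechst and imaged, and hits were compounds raising the count of nuclei showing high fluorescence intensity.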
WRN inhibitor: blocks human WRN helicase | Q14191 | WRN helicase unwinding, fluorescent forked duplex, kinetic | Potency, µM (top dose mostly 114 µM), without a hit: at the highest dose activity change, negative = inhibition, actives largely listed as inhibitors | 360,000 compounds, 0.46% hits | AID 651768; further: potency means the concentration at half of the fitted maximal effect; on the % scale 0 is the no-effect control and ±100 the full control effect; nearly all actives have a fitted effect of over 55% in size
Target sequence (Q14191 whole entry, looked up): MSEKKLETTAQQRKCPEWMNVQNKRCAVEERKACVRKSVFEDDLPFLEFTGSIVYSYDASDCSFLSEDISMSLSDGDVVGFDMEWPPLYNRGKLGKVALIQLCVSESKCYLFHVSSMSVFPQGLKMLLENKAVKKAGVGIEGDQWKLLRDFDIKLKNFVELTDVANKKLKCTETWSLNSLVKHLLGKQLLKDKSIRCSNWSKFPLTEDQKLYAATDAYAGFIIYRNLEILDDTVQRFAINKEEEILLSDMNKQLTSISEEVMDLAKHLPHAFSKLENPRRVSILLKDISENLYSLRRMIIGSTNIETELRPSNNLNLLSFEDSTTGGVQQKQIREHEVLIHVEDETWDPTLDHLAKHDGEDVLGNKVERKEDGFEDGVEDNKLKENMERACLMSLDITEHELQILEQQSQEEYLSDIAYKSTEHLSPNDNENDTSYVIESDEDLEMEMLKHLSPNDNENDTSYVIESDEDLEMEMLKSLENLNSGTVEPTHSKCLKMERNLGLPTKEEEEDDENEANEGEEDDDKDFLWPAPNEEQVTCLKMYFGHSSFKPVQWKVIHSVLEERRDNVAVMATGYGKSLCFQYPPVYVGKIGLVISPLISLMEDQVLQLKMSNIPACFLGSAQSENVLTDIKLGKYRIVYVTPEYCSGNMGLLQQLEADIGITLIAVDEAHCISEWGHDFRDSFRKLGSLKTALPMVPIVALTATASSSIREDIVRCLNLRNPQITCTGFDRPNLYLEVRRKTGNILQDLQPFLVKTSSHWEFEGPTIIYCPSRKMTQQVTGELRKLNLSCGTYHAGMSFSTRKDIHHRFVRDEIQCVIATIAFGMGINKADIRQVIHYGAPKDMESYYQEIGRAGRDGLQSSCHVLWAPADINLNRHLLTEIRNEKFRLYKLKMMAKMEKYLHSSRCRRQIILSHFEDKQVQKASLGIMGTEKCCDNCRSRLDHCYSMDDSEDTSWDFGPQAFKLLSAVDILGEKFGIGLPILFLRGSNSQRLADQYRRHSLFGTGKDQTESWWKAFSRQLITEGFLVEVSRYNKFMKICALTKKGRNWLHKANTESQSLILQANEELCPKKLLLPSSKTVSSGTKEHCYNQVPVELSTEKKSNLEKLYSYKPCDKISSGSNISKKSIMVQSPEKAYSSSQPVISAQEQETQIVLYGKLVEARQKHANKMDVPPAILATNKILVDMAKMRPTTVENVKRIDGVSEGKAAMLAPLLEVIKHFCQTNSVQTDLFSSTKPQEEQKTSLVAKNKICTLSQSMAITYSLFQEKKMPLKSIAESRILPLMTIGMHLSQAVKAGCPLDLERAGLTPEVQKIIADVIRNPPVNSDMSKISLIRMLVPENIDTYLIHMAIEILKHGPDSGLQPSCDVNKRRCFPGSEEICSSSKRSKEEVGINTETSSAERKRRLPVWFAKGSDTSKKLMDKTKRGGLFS
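Fluorescence dequenching readout, ex 525 nm/em 598 nm, kinetic mode: forked duplex DNA (100 nM final) with adjacent fluorophore and quencher unwound by WRN (20 nM final) with 2 mM ATP. Compound preincubation 15 min, room temperature.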
KB-3-1 tox: KB-3-1 parental cell cytotoxicity; KB-3-1 viability, CellTiter-Glo ATP luminescence, 72 h; Potency, µM (titrated, usually from 46.1 µM), without a hit: at the top dose activity change, negative = cytotoxic, most hits filed as cytotoxic; 400,000 compounds, 1.4% hits; AID 1347075; further: potency means the concentration at half of the fitted maximal effect; on the % scale 0 is the no-effect control and ±100 the full control effect; nearly all actives have a fitted effect of over 60% in size
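Using CellTiter-Glo luminescence, growth of non-resistant KB-3-1 adenocarcinoma cells is assessed 72 h after pin-tool compound addition at 37 °C. Normalized responses across the concentration series yield fitted curves.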
HT1080NT lethal: kills 2HG-producing HT-1080-NT fibrosarcoma cells. HT-1080-NT fibrosarcoma viability, CellTiter-Glo ATP luminescence, 48 h. Potency, µM (titrated, usually from 46.1 µM), inactives show at the highest dose activity, negative = less viability, hits mostly cytotoxic. 360,000 compounds, 1.6% hits. AID 686970;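 further: NT is the 2HG producing partner of a matched IDH1 knockdown line; potency means the concentration at half of the fitted maximal effect; 0% = DMSO-treated cells and -100% = media-only wells without cells; nearly all actives have a fitted effect of over 55% in size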
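Viability by CellTiter-Glo luminescence after 48 h compound exposure at 37C of HT-1080-NT cells (750/well, RPMI, 5% FBS). % activity scaled between DMSO wells and medium-only wells, then curve-fitted and categorized by curve class.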
KB-V1 cytotox: KB-V1 MDR subline cytotoxicity; KB-V1 MDR cells viability, CellTiter-Glo, 72 h; Potency, µM (titrated, usually from 46.1 µM), for inactives: at the highest dose activity change, negative = cytotoxicity, usual class: cytotoxic; 400,000 compounds, 3.4% hits; AID 1347076; further: potency means the concentration at half of the fitted maximal effect; on the % scale 0 is the no-effect control and ±100 the full control effect; nearly all actives have a fitted effect of over 60% in size
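qHTS viability screen in drug-selected KB-V1 MDR cells: 72 h compound treatment at 37 degrees C, ATP luminescence end point.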
HT1080 IDH1KD tx: HT-1080 IDH1 knockdown cell toxicity (counter line) | HT-1080 IDH1 knockdown viability, ATP luminescence, 48 h | Potency, µM (doses to about 46.1 µM), for the others: top-dose activity, negative = toxicity, actives largely listed as cytotoxic | 360,000 compounds, 2% hits | AID 686971;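 further: potency means the concentration at half of the fitted maximal effect; 0% = DMSO wells and -100% = cell-free medium wells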
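Luminescent ATP read-out (CellTiter-Glo, 10 min at room temperature) after 48 h compound exposure at 37 °C gave viability of IDH1-knockdown HT-1080 cells. Activity was normalised to DMSO and cell-free wells, then fitted as concentration-response curves.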
ATXN2 expr inh: inhibitors of ATXN2 expression | HEK-293 ATXN2-luciferase reporter, luminescence, 24 h | Potency, µM (top dose mostly 57 µM), for the others: top-dose activity change, negative = inhibition, hits mostly inhibitors | 360,000 compounds, 0.72% hits | AID 1745845; further: potency means the concentration at half of the fitted maximal effect; on the % scale 0 is the no-effect control and ±100 the full control effect; nearly all actives have a fitted effect of over 55% in size
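ATXN2-luciferase reporter cells (luciferase flanked by upstream and downstream ATXN2 gene portions) were treated 24 h at 37 °C with compounds at up to 57 uM. SteadyGlo luminescence gave expression; GF-AFC fluorescence gave viability.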
MCF10A rerep: inducers of DNA re-replication in MCF 10A breast cells | MCF 10A DNA re-replication, Hoechst nuclear intensity, 48 h | Potency, µM (doses to about 46.1 µM), for the others: top-dose activity, positive = re-replication, hits mostly activators | 350,000 compounds, 2.9% hits; further: potency means the concentration at half of the fitted maximal effect; % of control where 0% means no effect; nearly all actives have a fitted effect of over 50% in size
Numbers without * were called inactive; i = inactive; ? = inconclusive; · = not tested or not shown; & = joins results of further samples; [ ] = dose if it differs, or a comment. Unless noted, the call rests on the fitted dose curve; in most records, active means well fitted curve in the direction sought with a large enough effect; inconclusive means small, poorly fitted or top-dose-only effect, or another doubt; inactive means no such curve, though single readings can be large; an effect the other way counts as inactive or inconclusive.

SMILES	IL-1B inflam inh	SW480 rereplic	WRN inhibitor	KB-3-1 tox	HT1080NT lethal	KB-V1 cytotox	HT1080 IDH1KD tx	ATXN2 expr inh	MCF10A rerep
COc1ccc([N+](=O)[O-])cc1NC(=O)C1CCCN1S(=O)(=O)c1cccs1 (configuration not stated)	-18	-310%[inhibitor]	4%	-6%	-17%	?	-11%	?	-12%
NC(=O)C1CCN(Cc2ccc(OCc3ccccc3)cc2)CC1	-12	-2%	-1%	29%	-5%	-18%	-12%	36%[activator]	25%
Cc1ccc(Cn2c(SC(C)C(N)=O)nc3ccccc3c2=O)cc1 (configuration not stated)	-2	-2%	3%	1%	-3%	-8%	-12%	2%	33%
COC(=O)c1ccccc1OCc1cc(=O)oc2ccc(C)cc12	25	·	-3%	0%	?	3%	5%	2%	·
COC(=O)[C@H](Cc1ccccc1)NC(=O)CC[C@H]1O[C@@H](n2ccc(=O)[nH]c2=O)[C@H](O)[C@@H]1O	20	·	-10%	0%	22%	14%	19%	2%	·
CCOC(=O)N1CCN(C(=O)C2CCN(S(=O)(=O)c3ccc(Br)s3)CC2)CC1	-20	4%	-8%	2%	-11%	-20%	-3%	-2%	-5%
COc1ccc(CCn2c(C)cc(C(=O)CN3C(=O)C(=O)N(C4CCCC4)C3=O)c2C)cc1OC	-18	-40%[inhibitor]	0%	-4%	-18%	-15%	-18%	-19%	0%
O=C(NC1CC1)C1=C[C@@H](c2ccc(Br)cc2)C[C@@H](OCc2ccc(CO)cc2)O1	-6	-12%[9.22 µM]	-5%	13%	1%	-9%	2%	7%	1%
CN(C)S(=O)(=O)Oc1ccc(Cl)cc1C(=O)Nc1cccc(C(F)(F)F)c1	41	4%	8%	-13%	-1%	0%	-12%	8%	6%
CC(/C=N\N1CCN(c2ccc(Cl)cc2)CC1)=C\c1ccccc1	14	4%	-11%[57.1 µM]	-18%	0%	-22%	-3%	-5%	1%
COc1cccc(-c2c(C#N)c(SC)nc3cc(C)nn23)c1	18	-9%	1%	-12%	1%	12%	0%	-5%	0%
O=C(COC(=O)c1ccc([N+](=O)[O-])s1)NC(=O)NCc1ccccc1	2	7%	-12%	-12%	-1%	6%	-8%	-13%	10%
COC(=O)c1sc(N)c(C(=O)OC)c1CSc1nnnn1C	-2	1%	3%	-8%	1%	-14%	-9%	1%	6%
COC(=O)c1cn(Nc2ncc(C(F)(F)F)cc2Cl)c(=O)c2ccccc12	9	1%	0%	?	1%	0%	-12%	-10%	?
C=CCn1c(SCC(=O)NC2CCCC2)nnc1-c1cccnc1	13	-16%	-3%	3%	12%	0%	5%	2%	4%
O=C(Nc1ccc(Cl)c(Cl)c1)Nc1ccccc1O	-21	-4%	-4%	2%	4%	?	4%	·	7%
COC(=O)c1cccc(CSc2nnc(C)s2)c1	-2	-16%	9%	10%	5%	-19%	4%	41%[activator]	3%
O=C(/C=C/c1ccc(F)cc1)N1CCN(c2ncccn2)CC1	2	-4%	7%[57.1 µM]	5%	0%	?	0%	-3%	-5%
CC(=O)N1CCn2c3c(c(=O)c4cc(C)ccc42)CCC31 (configuration not stated)	10	-4%	-11%[57.1 µM]	-7%	1%	8%	-6%	-21%	2%
COc1ccccc1C(=O)Nc1ccnn1C1CCN(C2CCSCC2)CC1	i	2%	12%	-4%	0%	?	12%	3%	?
COc1cc(S(=O)(=O)n2ccc(C)n2)c(C)cc1C	18	·	-3%	-9%	-1%	-28%	0%	·	·
C=C(C)C1CC=C(C)/C(=N/NC(=O)c2cccs2)C1 (configuration not stated)	-15	1%	-17%	0%	12%	-6%	8%	42%[activator]	7%
CCOC(=O)NC(NS(=O)(=O)c1ccccc1)(C(=O)OCC)C(F)(F)F (configuration not stated)	15	?	1%	5%	-2%	1%	-6%	1%	0%
O=C(C1CC(=O)N(C2CCCCC2)C1)N1CCN(c2ccccc2)CC1 (configuration not stated)	-12	0%	-34%	·	-5%	·	-6%	-10%	-1%
CCOc1ccc(C(=O)N/N=C/c2ccc(-c3ccc(S(=O)(=O)Nc4ncccn4)cc3)o2)cc1	-11	-1%	?	17%	-2%	0%	-27%	8%	-19%
Cc1nc2ccc(S(=O)(=O)N(C)CC(=O)NCc3ccc(N(C)C)cc3)cc2s1	26	?	0%	-6%	-2%	-16%	21%	-13%	0%
Cc1nc(SCN2C(=O)c3ccccc3C2=O)n[nH]1	9	-2%	1%	0%	24%	6%	9%	-5%	0%
CCCc1cc(=O)c2c(O)ccc(OC)c2o1	-8	6%	-29%	18%	-8%	-4%	-6%	7%	-5%
CN(C)CCCNc1nc2cc(-c3ccc(F)cc3)sc2c(=O)n1C	-15	·	2%	-2%	?	0%	16µM*	20µM*	·
COc1ccc(NC(=O)N2CCN(c3cccc(C(F)(F)F)c3)CC2)cc1	-1	?	-15%	-3%	-4%	?	-17%	-2%	0%

Three compounds picked at random from those above, as already listed:
SMILES	IL-1B inflam inh	SW480 rereplic	WRN inhibitor	KB-3-1 tox	HT1080NT lethal	KB-V1 cytotox	HT1080 IDH1KD tx	ATXN2 expr inh	MCF10A rerep
CCCc1cc(=O)c2c(O)ccc(OC)c2o1	-8	6%	-29%	18%	-8%	-4%	-6%	7%	-5%
CN(C)CCCNc1nc2cc(-c3ccc(F)cc3)sc2c(=O)n1C	-15	·	2%	-2%	?	0%	16µM*	20µM*	·
CCOC(=O)NC(NS(=O)(=O)c1ccccc1)(C(=O)OCC)C(F)(F)F (configuration not stated)	15	?	1%	5%	-2%	1%	-6%	1%	0%

Further results follow.
SMILES	IL-1B inflam inh	SW480 rereplic	WRN inhibitor	KB-3-1 tox	HT1080NT lethal	KB-V1 cytotox	HT1080 IDH1KD tx	ATXN2 expr inh	MCF10A rerep
COc1ccccc1N(CC(=O)NCc1ccccn1)S(C)(=O)=O	0	-14%	-4%	3%	-2%	5%	4%	-15%	-3%
COCCNC(=O)/C(C#N)=C/c1ccc(O)cc1	2	-5%	-9%	9%	-10%	4%	-13%	·	-1%
N#Cc1ccc(C(=O)Nc2cccc(NC(=O)c3ccco3)c2)c(F)c1	?	-4%	4%	6%	-8%	?	-14%	-25%	1%
CCOc1cccc(C(=O)Nc2ccc3oc(-c4cccnc4)nc3c2)c1	?	8%	-6%	-2%&20%	7%	?	6%	?	?
COc1ccc(C(=O)Nc2nnc(-c3ccccc3)o2)cc1OC	-11	6%	5%	-26%	-23%	?	-4%[9.24 µM]	-23%	12%
Clc1cccc(CN2CCSCC2)c1Cl	3	-3%	-16%	17%	11%	-5%	11%	-9%	-1%
CCS(=O)(=O)c1nc2ccccc2n1CC(=O)N1CCCCC1	-16	-12%	-8%	-4%	-3%	-9%	-3%	3%	20%
O=C(CNS(=O)(=O)c1ccc(Br)cc1Cl)OCC(=O)c1ccc[nH]1	5	-4%	-30%	0%	4%	21%	14%	5%	3%
CCOc1ccc2oc(-c3ccccc3)c(C(N)=O)c2c1	-4	-1%	4%	2%	20%	-3%	-2%	18%	8%
O=C(NC1CCCC1)c1cnc2n(c1=O)CCS2	-4	-2%	4%[57.1 µM]	6%	16%	-2%	6%	1%	12%
COc1ccccc1CN1CC(C(=O)N2CCCCCCC2)CCC1=O (configuration not stated)	-2	-4%	2%	-6%	14%	?	18%	7%	4%
c1ccc(COC2CCCN(Cc3nc(-c4cccs4)no3)C2)nc1 (configuration not stated)	0	-1%	-6%	10%	-13%	?	3%	34%[activator]	-23%
COc1c(Cl)cc(Cl)cc1/C=N/NC(=O)c1nnn(-c2nonc2N)c1CN1CCC(C)CC1	-17	?	-1%	-6%	10%	?	-1%	-8%	5.8µM*
Cc1ccc(CN2C(=O)CCC2C(=O)NCCCN2CCC(C)CC2)cc1 (configuration not stated)	-7	-8%	-4%	13%	8%	0%	1%	5%	-3%
Cc1cccc(C)c1NC(=O)C1(C)c2cccc[n+]2CC(=O)N1Cc1cccs1 (configuration not stated)	?	0%	-4%	-24%	-7%	-5%	-4%	-13%	-2%
O=C(CCc1nnc2ccc(NCc3ccc(Cl)cc3)nn12)NC1CCCCC1	13	21%	2%	2%	3%	2%	-4%	·	-1%
Cc1nn(Cc2ccc(Cl)cc2)c(C)c1NC(=O)/C=C/c1cnn(C)c1	0	2%	-32%[57.1 µM]	-10%	0%	-1%	1%	-11%	-2%
O=C(/C=C/NCc1cccnc1)c1ccc(Br)cc1	-19	-1%	4%	-1%	-9%	-5%	-9%	29%	?
CC(O)CN1CC(O)=C(c2nc3ccccc3s2)C1=N (configuration not stated)	6	-52%[inhibitor][1.84 µM]	-1%[57.1 µM]	16%	22%	?	29%	16%	-5%
Cn1c(=O)c2c(nc(CN3CCN(Cc4ccccc4)CC3)n2CCN2CCOCC2)n(C)c1=O	25	-7%	-4%	3%	-2%	-2%	-8%	-1%	4%
O=C(Oc1cccnc1)c1cccc(Cl)c1	7	-3%	19%	25%	3%	8%	-2%	1%	-8%
S=C(NCC1COc2ccccc2O1)Nc1ccc(Br)cc1 (configuration not stated)	0	-9%	-5%	?	2%	23µM*	10%	-7%	?
COc1cccc(-c2ncc3ccccc3c2COC(=O)CCC(=O)O)c1	-6	1%[9.22 µM]	0%	7%	8%	?	18%	-6%	6%
O=C1CSC(=S)N1N=Cc1ccc2c(c1)OCO2	-4	-2%	?	0%	0%	-1%	8%	0%	-1%
Cc1cc(OCCn2nc(C(=O)O)c3ccccc3c2=O)ccc1C(C)C	22	-7%	-14%	-1%	-33%	-25%	-28%	-12%	?
